From PubChem
SR-BI DiI-HDL act = SR-BI HDL lipid transfer activation; hit rate 0.096% among 320,000; CHO ldlA[mSR-BI] cells, DiI-HDL uptake fluorescence, 3 h; 100 = double the neutral-control signal; activation, % at 12.5 µM;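 active means mean replicate activation of at least 60% and every replicate at or above 60%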;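 further: 0% = median plate neutral-control signal and 100% = twice that signal; values of inactives mirror those of a sister screen read the other way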
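Material: SR-BI-overexpressing, LDLR-lacking CHO cells; schedule: compound exposure 3 h, 37 °C; reagent: DiI-labelled HDL at 10 µg/mL final; technique: bottom-read fluorescence, 550/595 nm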
SR-BI DiI inh = mouse SR-BI HDL lipid transfer inhibition; inhibition, % at 12.5 µM; ldlA[mSR-BI] CHO cells, DiI-HDL uptake fluorescence, 3 h; Q61009; hit rate 0.96% among 320,000; AID 488896;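 active means mean replicate inhibition of at least 70% and a set share of replicates each scoring 70 or more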;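 further: 0% = median of neutral control wells and 100% = median of positive control wells; values of inactives mirror those of a sister screen read the other way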
Target sequence (Q61009 whole entry, looked up): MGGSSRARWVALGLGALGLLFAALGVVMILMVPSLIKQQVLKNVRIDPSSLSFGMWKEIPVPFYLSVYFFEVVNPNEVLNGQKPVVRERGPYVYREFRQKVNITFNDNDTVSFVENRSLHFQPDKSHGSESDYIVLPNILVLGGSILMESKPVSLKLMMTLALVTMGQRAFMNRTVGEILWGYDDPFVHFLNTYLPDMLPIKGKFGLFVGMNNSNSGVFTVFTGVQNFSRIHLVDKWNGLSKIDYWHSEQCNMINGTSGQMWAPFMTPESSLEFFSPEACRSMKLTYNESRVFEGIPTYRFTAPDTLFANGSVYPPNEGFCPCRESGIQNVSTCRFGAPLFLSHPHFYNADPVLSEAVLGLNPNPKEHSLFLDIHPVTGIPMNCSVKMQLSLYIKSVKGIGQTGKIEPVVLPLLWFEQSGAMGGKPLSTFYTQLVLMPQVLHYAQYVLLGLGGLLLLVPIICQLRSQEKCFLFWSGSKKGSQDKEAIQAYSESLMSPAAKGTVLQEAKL
PKA-R2B activ = activators of human PKA-R2B complex; hit rate 0.079% among 340,000; AID 504700; activation, % at 11.4 µM; PKA-R2B holoenzyme dissociation, Cy5-IP20 fluorescence polarization; R2B truncated from residue 108, S112A mutant; 0% DMSO only, 100% 113 µM cGMP;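 active means activation above a cutoff set at the mean over all compounds plus 3 SD, cut at about 18% in these data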;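 further: higher means more holoenzyme dissociation and a rise in polarization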
Target sequence (P31323 whole entry, looked up, other chains not shown, the tested form may be a part): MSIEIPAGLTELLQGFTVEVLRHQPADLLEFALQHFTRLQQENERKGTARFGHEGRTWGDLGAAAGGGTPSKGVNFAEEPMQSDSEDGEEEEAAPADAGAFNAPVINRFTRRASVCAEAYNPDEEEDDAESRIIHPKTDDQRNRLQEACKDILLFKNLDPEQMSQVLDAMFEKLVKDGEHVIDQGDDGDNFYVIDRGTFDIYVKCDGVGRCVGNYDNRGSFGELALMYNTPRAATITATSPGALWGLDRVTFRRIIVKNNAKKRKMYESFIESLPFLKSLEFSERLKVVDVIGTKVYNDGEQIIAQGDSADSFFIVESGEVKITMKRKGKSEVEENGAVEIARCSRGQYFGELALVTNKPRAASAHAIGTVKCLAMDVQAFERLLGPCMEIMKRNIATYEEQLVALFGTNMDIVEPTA
Arr AP2 block = inhibitors of human beta-arrestin and AP2 interaction; FITC-arrestin peptide / GST-AP2 beads, flow cytometry; AP2 beta2 appendage carries R879A mutation; inhibition, % at 10 µM; hit rate 0.31% among 340,000; AID 504490;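 active means inhibition above a set limit, near 3 SD of compounds lacking own fluorescence, cut at about 54% in these data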;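 further: plate controls were DMSO wells for no effect and 5 µM unlabelled arrestin peptide for full effect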
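Measured by: flow cytometry, FL1 (488/535 nm); Material: AP2 appendage R879A on GSH beads; Evaluation: percent response; Timing: pre-incubation 12 min, peptide binding 1 h, room temperature; Also added: 50 nM FITC-arrestin peptide; Medium: PBS with 0.05% Tween 20 and 0.1% BSA.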
Keap1 Nrf2 FP = inhibitors of human Keap1-Nrf2 protein-protein interaction | Keap1 Kelch-Nrf2 peptide fluorescence polarization, 1536-well | inhibition, % at 9.4 µM | hit rate 0.15% among 340,000 | AID 504523; in the data active means inhibition above about 12%;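 further: human Keap1 Kelch domain with fluorescein labeled Nrf2 9mer peptide probe; 0% = neutral control wells and 100% = peptide positive control; higher means more block of Keap1 binding to Nrf2 peptide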
DAGLB inh = diacylglycerol lipase beta (human) inhibition; Q8NCG7; HEK293T DAGLB membrane lysate, EnzChek fluorogenic substrate; inhibition, % at 5.17 µM; hit rate 0.059% among 340,000; AID 504411; in the data active means inhibition above about 34%;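 further: 0% = enzyme with vehicle and 100% = wells lacking enzyme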
NSD2 HMT inh = inhibitors of human histone methyltransferase NSD2; NSD2 peptide methylation, AlphaScreen, 120 min; hit rate 0.54% among 310,000; inhibition, % at 12.5 µM; O96028; in the data active means inhibition above about 50%
PvdQ acylase = P. aeruginosa PvdQ acylase inhibition | inhibition, % at 10 µM | hit rate 0.063% among 340,000 | purified PvdQ acylase, fluorescence plate reader | AID 488965; in the data active means inhibition above about 30%, passing the limit was not always enough;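 further: 0% = vehicle neutral wells and 100% = reference inhibitor wells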
C-LANA FP = KSHV C-LANA DNA binding inhibition; hit rate 0.078% among 340,000; MBP-C-LANA/FAM-LBS DNA binding, fluorescence polarization; inhibition, % at 9 µM;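 active means highest replicate inhibition at or above 60% at 9 µM, even if other replicates fall short; inactive means all replicates below 60% inhibition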;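 further: 0% = neutral control wells and 100% = 4 µM acridine orange control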
Cardiac RTF inh = cardiac RTF calcium desensitization. P19429+P45379. IANBD-labeled cardiac RTF, Ca2+ fluorescence. inhibition, % at 7.15 µM. hit rate 0.12% among 340,000;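 active means inhibition above the mean inhibition of all tested compounds plus 3 SD, cut at about 17% in these data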;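 further: assay run at fixed EC70 calcium of 1.6 mM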
Active calls of the source: *; i = inactive; . = not tested or not shown. Not a hit list (roughly 2.1% active in at least one column).

molecule	SR-BI DiI-HDL act	SR-BI DiI inh	PKA-R2B activ	Arr AP2 block	Keap1 Nrf2 FP	DAGLB inh	NSD2 HMT inh	PvdQ acylase	C-LANA FP	Cardiac RTF inh
CC(=O)Nc1ccc(S(=O)(=O)N(C)Cc2ccccc2)cc1	3	-3	1	-3	-3	-1	-1	-12	0.3	-32
COc1ccc(CCNC(=O)Nc2ccc(F)cc2F)cc1OC	10	-10	-2	-16	2	-1	-2	-10	-1.4	-1
COc1cccc(N(C(=O)c2csnn2)C(C(=O)NC2CCCC2)c2ccccc2)c1 (centres undefined)	-1	1	1	1	7	-1	-6	-10	-0.1	-17
COc1cc(NC(=O)c2ccccc2)c(C)cc1NC(=O)CC(CC(=O)O)c1ccccc1 (centres undefined)	-5	5	-1	35	-1	-1	-2	-2	-0.4	1
Cc1ccc(C(C)NC(=O)/C(C#N)=C\c2c(C)[nH]c3ccccc23)cc1 (centres undefined)	30	-30	-1	1	3	-2	0	-1	-0.8	0
CC1CCN(C(=O)c2[nH]cnc2C(=O)N(C)Cc2ccccc2)CC1	-5	5	-13	-2	4	-2	.	-12	1.3	2
CCc1ccc(NC(=O)c2c(C(=O)Nc3ccccc3)sc3nc(C)cc(=O)n23)cc1	-42	42	3	15	-1	0	-1	-14	-0.9	5
CCN(c1ccc(NC(=O)CSc2nnc3nc(C)cc(C)n23)cc1)C(C)C	-8	8	3	-1	4	0	7	-12	-0.1	-4
O=C(COC(=O)Cc1ccccc1F)Nc1ccc2c(c1)OCO2	0	0	2	46	0	-10	0	10	-2.3	-2
COc1ccc(CN(C)CC(=O)Nc2cccc3ccccc23)cc1F	.	.	-10	16	-5	-5	-1	-27	-0.4	-2
O=C(Nc1ccc2c(c1)OCCO2)C1CCCN(S(=O)(=O)c2cccs2)C1 (centres undefined)	8	-8	8	1	-3	-1	.	-15	-1.5	-2
Cc1cnc(C)c(N2CCN(Cc3nc(-c4cccc(F)c4F)oc3C)CC2)n1	-25	25	-13	3	-2	-2	-1	-5	-0.6	-5
CCCCN1C(=O)c2ccccc2C1C(=O)NC1CCCC1 (centres undefined)	27	-27	-1	8	2	0	-1	-5	4.2	-5
CCc1nc2ccccc2c(C(=O)OCC(=O)NCc2ccco2)c1C	-14	14	-8	-4	-2	-8	1	-16	0.4	-12
N#CC1=C(N)Oc2cc3ccccc3cc2C1c1cccnc1 (centres undefined)	.	.	2	28	4	4	-3	11	-1.0	1
COc1ccc(C2/C(=C(\O)c3ccc(OC)c(Cl)c3)C(=O)C(=O)N2CCN(C)C)cc1 (centres undefined)	19	-19	0	7	2	2	1	2	2.0	-8
CCNC(=O)CCc1nc(-c2ccc(C(C)(C)C)cc2)no1	.	.	-5	10	-2	3	1	3	-0.4	-5
N#Cc1ccc(OCC(=O)N2CCN(S(=O)(=O)c3ccc(Cl)s3)CC2)cc1	4	-4	-2	-9	-5	-3	-2	-14	-1.0	-3
O=C(Nc1ccc(Br)cc1)c1cccc(N2C(=O)C3C4CCC(C4)C3C2=O)c1 (centres undefined)	-10	10	-3	38	-1	-4	-1	-3	-2.9	7
O=C(CCc1nnc2n(CCc3ccccc3)c(=O)c3ccccc3n12)NCCCN1CCCCC1	8	-8	3	-37	1	-1	0	-7	-1.0	-7
CCN(C(=O)COC(=O)c1oc2ccc(OC)cc2c1C)C1CCCCC1	-24	24	-1	3	-3	-4	-1	-12	-0.8	-12
Cc1cccnc1NC(=O)Nc1cccc(C(F)(F)F)c1	-7	7	4	4	1	-2	-1	-2	0.1	-4
O=C(C[C@H]1C/C=C\CC[C@@H](Cc2ccc(F)cc2)C(=O)O[C@H](c2ccccc2)CNC1=O)N[C@H](CO)Cc1ccccc1	-7	7	-2	41	0	-1	.	1	-2.1	-6
CCN(CC)c1ccc([C@H]2[C@@H]3CCCC[C@]3(O)CCN2CC(=O)NCc2ccco2)cc1	-3	44	-5	8	-5	-1	8	20	2.1	-9
O=C(COc1cc2oc(=O)c3c(c2cc1Cl)CCC3)NCc1ccccn1	0	0	0	4	0	2	.	-8	-0.5	-4
CN1C(=S)N(c2cccnc2)C(=O)/C1=C\c1ccc(N(C)C)cc1	-9	9	-5	-27	1	12	.	1	-1.5	-15
Cc1c(Cl)cccc1NC(=O)C1=COCCO1	-10	10	-8	0	-5	-1	1	-6	0.0	-2
O=C(C1=C(O)C(=O)N(CCN2CCOCC2)C1c1cccc(Br)c1)c1cc2ccccc2o1 (centres undefined)	47	-47	2	6	-6	3	7	-1	-0.7	-8
Cc1ccc(S(=O)(=O)N2C(=O)CCC2C(=O)N2CCCCC2)cc1 (centres undefined)	21	-21	-8	6	1	0	1	-1	2.8	-5
N/C(=N\OC(=O)COc1ccc2ccccc2c1)c1ccccn1	-13	13	-8	-11	4	-2	.	-3	-2.3	6
Cc1onc(-c2ccccc2)c1-c1n[nH]c(=S)n1-c1ccccc1	2	-2	-5	5	5	4	0	-8	-1.3	-1
CC(C)C(C(=O)NC1CCCC1)N(Cc1ccco1)C(=O)CNS(=O)(=O)c1ccccc1 (centres undefined)	7	-7	-12	16	0	-2	6	-10	1.8	6
NNC(=O)c1cncn1-c1ccc(F)cc1	17	-17	-9	18	-4	0	-3	2	1.1	-6
COc1ccccc1CNC(=O)[C@H](C)NC(=O)C1CCN(C(=O)[C@@H](N)CC(C)C)CC1	5	-5	-3	6	1	0	.	-11	1.0	7
CC(C)NC(=O)c1onc(CSc2ccc(C(C)C)cc2)c1C(=O)O	35	-35	0	3	-2	11	.	-4	0.5	-24
COc1ccc(CCNC(=O)/C=C/c2ccco2)cc1OC	-14	14	-5	9	-3	-5	2	1	0.2	-4
CCN(CC)S(=O)(=O)c1cccc(-c2n[nH]c(=S)n2C(C)COC)c1 (centres undefined)	10	-10	4	-6	0	3	3	-10	1.6	-6
CCCCN1C(C(=O)Nc2cc(C)on2)=C(O)c2ccccc2S1(=O)=O	19	-19	-1	-6	-1	5	.	-2	2.7	3
O=C(COC(=O)Cc1c[nH]c2ccccc12)NC1CCCCC1	14	-14	-3	2	-1	0	-2	-14	-1.2	-3
CCCCNC(=O)Cc1c(O)c2ccccc2[nH]c1=O	25	-25	6	4	0	-4	0	-6	-1.9	-10
O=C(COC(=O)c1ccc(O)cc1)Nc1ccc2[nH]c(=O)[nH]c2c1	5	-5	-11	-18	-2	-1	1	-17	-1.2	-9
CC(C)c1ccc2[nH]c3c(c2c1)CCC/C3=N\NC(=O)c1ccncc1	-18	18	-13	0	4	2	1	-8	29	2
CC(=O)Nc1ccc(N2C(=O)c3cccc4c(O)ccc(c34)C2=O)cc1	-3	3	-6	-4	2	-143	0	-6	36	i
Cc1ccccc1-n1nc2c(c1NC(=O)C(C)C)CS(=O)(=O)C2	32	-32	-2	0	-8	-3	-4	-9	2.5	-4
Cn1cc(CN2CCCC(C(=O)c3cc(F)ccc3F)C2)c2ccccc21 (centres undefined)	-15	15	3	1	-6	-2	15	-11	-1.7	-3
COc1cc(C(=O)Nc2ccc3c(c2)OCO3)ccc1-n1cnnn1	-37	37	-1	36	2	2	3	6	-0.5	-5
CN(C)S(=O)(=O)N(CC(=O)NCc1ccccc1)c1ccccc1	9	-9	-2	3	-1	1	.	3	-0.7	-3
CC(C)(C)c1ccc(OCC(=O)Nc2ccncc2)cc1	-3	3	4	-5	-2	-1	-1	-10	-1.4	-13

Full records, quoted from the list:
Entry for CC(C)(C)c1ccc(OCC(=O)Nc2ccncc2)cc1 = SR-BI DiI-HDL act = -3; SR-BI DiI inh = 3; PKA-R2B activ = 4; Arr AP2 block = -5; Keap1 Nrf2 FP = -2; DAGLB inh = -1; NSD2 HMT inh = -1; PvdQ acylase = -10; C-LANA FP = -1.4; Cardiac RTF inh = -13
Entry for CN(C)S(=O)(=O)N(CC(=O)NCc1ccccc1)c1ccccc1 = SR-BI DiI-HDL act = 9; SR-BI DiI inh = -9; PKA-R2B activ = -2; Arr AP2 block = 3; Keap1 Nrf2 FP = -1; DAGLB inh = 1; NSD2 HMT inh = .; PvdQ acylase = 3; C-LANA FP = -0.7; Cardiac RTF inh = -3

Following part
molecule	SR-BI DiI-HDL act	SR-BI DiI inh	PKA-R2B activ	Arr AP2 block	Keap1 Nrf2 FP	DAGLB inh	NSD2 HMT inh	PvdQ acylase	C-LANA FP	Cardiac RTF inh
CCOC(=O)N1CCN(C(=O)c2cc3cc(OC)c(OC)cc3[nH]2)CC1	.	.	-9	-15	-4	2	0	-16	0.2	-7
CCCN1C(=O)/C(=C\c2ccncc2)SC1=Nc1ccccc1	1	-1	2	1	0	-2	8	0	-0.3	-6
Cn1nnnc1SCC(=O)Nc1cc(S(=O)(=O)N2CCCCC2)ccc1Cl	-50	50	9	16	1	0	.	-11	2.7	2
CCCCCCNC(=O)Cc1ccc(Br)cc1	12	-12	2	-3	-6	-9	-4	-11	0.9	-18
COC(=O)CC1C(=O)NCCN1C(=O)CSc1nc2ccccc2c(=O)n1CC(C)C (centres undefined)	9	-9	0	-14	-1	-1	1	-11	0.0	-1
CCSc1nnc(NC(=O)c2nc3nc(C)cc(C)n3n2)s1	22	-22	-7	-21	-4	2	2	-1	-0.3	3
Cc1ccc(NC(=O)CSc2nnc(-c3cc(C)[nH]n3)n2N)cc1	-5	5	-7	-2	-8	1	-1	-13	-0.3	0
COCCNC(=O)COc1ccccc1C	2	-2	-9	-9	3	-3	0	-7	-0.5	-3
CCOc1ccc(N2CC(C(=O)Nc3ccc(S(=O)(=O)Nc4nccs4)cc3)CC2=O)cc1 (centres undefined)	.	.	-4	-11	0	3	2	-14	0.4	5
COc1ccccc1C/C(N)=N/OC(=O)COc1ccc(C)cc1C	14	-14	-6	6	-3	-14	.	-11	0.2	-8
O=C(c1cc(=O)c2ccccc2o1)N1CCN(c2cccc(Cl)c2)CC1	9	-9	-6	4	-1	0	-1	-5	-0.5	1
O=C(c1ccc(S(=O)(=O)N2CCOCC2)cc1)N1CCN(C2=NS(=O)(=O)c3ccccc32)CC1	36	-36	-7	12	6	0	-1	11	-0.8	-7
COc1cc(CN2CCCCCC2)cc(OC)c1OC	-11	11	5	-12	4	-3	-4	-14	1.4	-2
O=C(COC(=O)CNC(=O)c1ccccc1F)NCC(F)(F)F	22	-22	-10	-2	-5	-1	-8	-2	-1.8	-10
COc1cccc(OC)c1C(=O)Nc1ccc([N+](=O)[O-])cn1	-10	10	-1	19	0	2	-1	6	1.9	-1
ON=Cc1cccn1-c1ccccc1	26	-26	6	17	4	2	35	-5	1.6	-6
O=C(CCC(=O)N1CCSc2ccccc21)Nc1cccc(F)c1	14	-14	6	23	-4	2	.	-1	0.7	-3
O=C(Nc1ccccn1)C1CCN(C(=O)Nc2ccccc2)CC1	-10	10	-1	-5	-2	0	-6	-5	-0.2	0
